Bioassay records (PubChem BioAssay)
SARS 3CLpro inh = SARS-CoV 3CLpro protease inhibitors, primary screen, biochemical, quenched FRET; inhibition, % at 6 µM; actives 0.14% (n = 290,000); Replicase polyprotein 1ab (Severe acute respiratory syndrome coronavirus), P0C6X7; recombinant SARS-CoV 3CLpro, quenched FRET peptide cleavage; in the data active = inhibition above about 12%
BoNT-A LC inh2 = BoNT/A light chain protease inhibitors, primary screen, biochemical, flow cytometry, MLPCN library. Botulinum neurotoxin type A light chain protease (Clostridium botulinum A str. ATCC 3502). multiplex microsphere protease substrate cleavage. inhibition, % at 10 µM. actives 0.17% (n = 360,000). AID 588499, 2011; note: plate controls were buffer without enzyme for full effect and enzyme alone for no effect
Yp Topo-I inh = Yersinia pestis topoisomerase I inhibitors, primary screen, biochemical, cleavage product accumulation, plate reader, single point; DNA topoisomerase I (Yersinia pestis CO92); Y. pestis Topo-I cleavage product accumulation; activity, % at 10 µM; actives 0.064% (n = 360,000); AID 504884, 2011; in the data active = activity above about 50%, passing the limit was not always enough; inconclusive = no clear call, values can overlap the other calls; note: inactives centre near 2
BH1578 lux ind = inducers of Vibrio cholerae quorum light production without autoinducers, primary screen, BH1578 luxS cqsA deficient, single point | V. cholerae BH1578 lux reporter, luminescence, 6 h | activation, % at 18.7 µM | actives 0.16% (n = 350,000) | AID 588436, 2011; in the data active = activation mostly above about 9.7%, no sharp cut-off; inconclusive = no clear call, values can overlap the other calls; inactive = mostly below about 3.7%; note: not every result past the cut was called active; inactives centre near 0; reference of the scale not given here
Anthrax LF inh2 = Bacillus anthracis LF protease inhibitors, primary screen, biochemical, multiplex microsphere, MLPCN library | multiplex microsphere protease cleavage assay | AID 588501, 2011 | Lethal factor (Bacillus anthracis), P15917 | inhibition, % at 10 µM | actives 0.12% (n = 360,000); note: plate controls were buffer without enzyme for full effect and enzyme alone for no effect
PrPC TRFRET = inhibitors of human cell surface prion protein PrPC, primary screen, cell-based, TR-FRET; actives 0.43% (n = 370,000); Major prion protein (Homo sapiens), P04156; inhibition, % at 13.8 µM; TR-FRET read-out; AID 720596, 2013; in the data active = inhibition above about 24%; note: 0% = median of the test wells and 100% = reference compound wells
SSB-PriA inh = inhibitors of Klebsiella pneumoniae PriA binding to SSB C-terminal tail, primary screen, biochemical, AlphaScreen. PriA–SSB C-terminal tail interaction (Klebsiella pneumoniae). inhibition, % at 33 µM. actives 0.6% (n = 430,000). AlphaScreen SSBct-PriA binding, biotinylated peptide; in the data active = inhibition mostly above about 37%, no sharp cut-off; inactive = mostly below about 20%;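 note: plate controls were negative control peptide for no effect and reference peptide for full effect; strong numbers were not always called active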
TcdB GH inh = TcdB glycohydrolase inhibitors, primary screen, biochemical, single point, plate reader; TcdB glycohydrolase enzymatic assay; actives 0.24% (n = 350,000); Toxin B (Clostridioides difficile), P18177; inhibition, % at 9.99 µM; in the data active = inhibition above about 10%
Target sequence (P18177 whole entry, looked up): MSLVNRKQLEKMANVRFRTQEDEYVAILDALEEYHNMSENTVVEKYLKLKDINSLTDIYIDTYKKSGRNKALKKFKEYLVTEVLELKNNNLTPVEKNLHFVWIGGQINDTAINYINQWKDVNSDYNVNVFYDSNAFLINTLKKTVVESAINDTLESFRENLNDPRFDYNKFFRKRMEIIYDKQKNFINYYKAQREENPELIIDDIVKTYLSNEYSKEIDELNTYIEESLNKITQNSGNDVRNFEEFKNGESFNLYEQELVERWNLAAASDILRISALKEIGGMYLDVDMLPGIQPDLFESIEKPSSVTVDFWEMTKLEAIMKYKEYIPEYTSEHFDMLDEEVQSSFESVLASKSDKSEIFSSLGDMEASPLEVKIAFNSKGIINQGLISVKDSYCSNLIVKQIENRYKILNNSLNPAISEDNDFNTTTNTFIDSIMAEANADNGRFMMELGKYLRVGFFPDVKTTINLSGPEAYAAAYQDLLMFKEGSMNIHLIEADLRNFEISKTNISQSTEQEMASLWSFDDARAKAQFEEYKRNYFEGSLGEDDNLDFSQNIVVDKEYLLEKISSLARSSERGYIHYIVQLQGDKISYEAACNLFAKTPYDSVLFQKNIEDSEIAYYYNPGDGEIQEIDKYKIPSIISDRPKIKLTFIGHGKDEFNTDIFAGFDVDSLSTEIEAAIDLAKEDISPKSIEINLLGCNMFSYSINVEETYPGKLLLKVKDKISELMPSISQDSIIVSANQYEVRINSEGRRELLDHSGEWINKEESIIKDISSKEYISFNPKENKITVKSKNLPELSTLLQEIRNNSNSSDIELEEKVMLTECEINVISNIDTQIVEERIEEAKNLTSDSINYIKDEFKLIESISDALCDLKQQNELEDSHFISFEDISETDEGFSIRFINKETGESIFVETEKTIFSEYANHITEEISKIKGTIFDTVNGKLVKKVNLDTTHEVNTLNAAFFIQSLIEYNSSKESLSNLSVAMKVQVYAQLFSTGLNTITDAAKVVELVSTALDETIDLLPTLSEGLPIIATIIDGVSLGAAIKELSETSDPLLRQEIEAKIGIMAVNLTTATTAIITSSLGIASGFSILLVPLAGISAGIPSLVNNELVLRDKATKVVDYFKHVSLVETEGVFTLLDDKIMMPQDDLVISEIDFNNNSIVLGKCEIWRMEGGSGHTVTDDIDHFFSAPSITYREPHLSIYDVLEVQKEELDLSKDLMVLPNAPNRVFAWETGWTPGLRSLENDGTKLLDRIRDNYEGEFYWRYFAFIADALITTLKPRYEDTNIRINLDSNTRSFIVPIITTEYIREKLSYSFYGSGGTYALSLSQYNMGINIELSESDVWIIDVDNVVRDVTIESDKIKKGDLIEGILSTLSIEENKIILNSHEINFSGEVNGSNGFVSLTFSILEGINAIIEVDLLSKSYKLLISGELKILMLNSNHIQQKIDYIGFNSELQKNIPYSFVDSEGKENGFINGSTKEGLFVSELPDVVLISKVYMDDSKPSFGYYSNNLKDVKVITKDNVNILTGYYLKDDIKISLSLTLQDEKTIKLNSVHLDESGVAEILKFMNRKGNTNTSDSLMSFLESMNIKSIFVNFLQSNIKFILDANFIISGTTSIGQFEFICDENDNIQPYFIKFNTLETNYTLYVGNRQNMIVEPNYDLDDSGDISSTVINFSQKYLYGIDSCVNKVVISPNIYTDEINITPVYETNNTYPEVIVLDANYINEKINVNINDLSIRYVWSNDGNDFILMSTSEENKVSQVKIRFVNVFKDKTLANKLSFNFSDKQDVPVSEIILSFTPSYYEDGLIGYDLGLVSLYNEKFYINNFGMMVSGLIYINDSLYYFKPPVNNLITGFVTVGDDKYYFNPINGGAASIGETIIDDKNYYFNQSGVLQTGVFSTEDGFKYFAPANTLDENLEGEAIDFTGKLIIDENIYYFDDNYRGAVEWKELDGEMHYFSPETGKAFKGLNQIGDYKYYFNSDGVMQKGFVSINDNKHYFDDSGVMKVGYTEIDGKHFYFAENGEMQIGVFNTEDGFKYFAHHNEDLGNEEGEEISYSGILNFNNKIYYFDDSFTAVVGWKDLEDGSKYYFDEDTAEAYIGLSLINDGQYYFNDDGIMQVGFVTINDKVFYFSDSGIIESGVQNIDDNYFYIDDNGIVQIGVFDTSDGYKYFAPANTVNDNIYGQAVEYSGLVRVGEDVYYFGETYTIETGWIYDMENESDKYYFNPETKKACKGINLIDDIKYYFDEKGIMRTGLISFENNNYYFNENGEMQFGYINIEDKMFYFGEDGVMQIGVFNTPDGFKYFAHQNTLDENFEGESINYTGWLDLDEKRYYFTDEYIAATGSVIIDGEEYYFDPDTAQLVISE
PfHsp40 yeast = rescue of yeast from PfHsp40 toxicity, primary screen, S. cerevisiae, ATP luminescence; growth rescue, % at 12.5 µM; actives 0.68% (n = 340,000); S. cerevisiae expressing PfHsp40, growth rescue; AID 504582, 2011; in the data active = growth rescue above about 28%, passing the limit was not always enough; inconclusive = no clear call, values can overlap the other calls;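 note: yeast W303a lacking pdr1 and pdr3 grown in galactose medium; growth measured after three days at 30 °C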
Numbers without * were called inactive; i = inactive; ? = inconclusive; . = not tested or not shown; & = joins results of further samples. Cut-off read from the data, not from the text of the source, unless noted: active = inhibition above about 30%; inconclusive = no clear call, values can overlap the other calls; inactive = below that. An excerpt; the hit share may differ from the screen's.

SMILES | SARS 3CLpro inh | BoNT-A LC inh2 | Yp Topo-I inh | BH1578 lux ind | Anthrax LF inh2 | PrPC TRFRET | SSB-PriA inh | TcdB GH inh | PfHsp40 yeast
Cc1ccc(NC(=O)CN(C)CC(=O)Nc2ccc(F)c(F)c2F)c(Cl)c1 | 5 | -0.7 | 5 | i | -2 | 11 | -20 | 0.4 | 1.4
CC(C)c1ccc(Nc2ncc3c(n2)CCN(C(=O)NC2CCCCC2)C3)cc1 | . | -1.2 | 11 | -0.3 | -1 | 12 | . | 0.8 | .
CN(Cc1ccccc1)Cc1ccccc1F | -9 | ? | 5 | 1.8 | ? | -5 | -4 | . | 0.2
Cc1[nH]c2ccccc2c1CN1CCCCC1 | . | -0.2 | 4 | i | -4 | -4 | -9 | 1.0 | -0.6
CCOC(=O)CN1C(=O)SC(CC(=O)Nc2nccs2)C1=O (stereo unspecified) | 0 | -1.1 | -6 | i | -7 | -7 | 1 | . | -0.2
CC(C)[C@@]1(NC(=O)[C@@H]2C[C@@H]3c4cccc5[nH]cc(c45)C[C@H]3N(C)C2)O[C@@]2(O)[C@@H]3CCCN3C(=O)[C@H](Cc3ccccc3)N2C1=O | 1 | 0.5 | 3 | 8.3 | -4 | -12 | 14 | 0.3 | 0.4
CCOC(=O)C1C(=O)NC(N2CCN(c3ccccc3)CC2)=NC1c1ccco1 (stereo unspecified) | 1 | -1.4 | -8 | i | -2 | -6 | -9 | . | 1.6
Cc1ccc(NC(=O)c2ccc(NS(=O)(=O)c3cccc4cccnc34)cc2)cc1 | 6 | -0.4 | -10 | -0.6 | -3 | . | 13 | 1.3 | 0.2
COc1ccc(-c2cc(C(=O)Nc3ccc(S(N)(=O)=O)cc3)c3ccccc3n2)cc1OC | 3 | -0.8 | -9 | i | -3 | 0 | 2 | 1.1 | -0.2
CN1CCN(C(=O)/C=C/c2ccc3c(c2)OCO3)CC1 | 5 | 0.3 | 3 | 0.0 | 0 | 0 | 1 | 1.8 | -1.2
C1=C[C@H]2CC[C@@H]1N(c1ccccc1)O2 | . | -0.4 | 6 | -6.9 | -8 | 10 | -2 | -0.6 | -0.1
Cc1ccc(OC(=O)N(C)C[C@@H]2OCc3cnnn3CCCC(=O)N([C@H](C)CO)C[C@H]2C)cc1 | . | 0.1 | -3 | -0.4 | -9 | 3 | . | 1.6&-0.2 | .
CCSc1nnc(NC(=O)CSC2=NN3CCCC(=O)N=C3S2)s1 | -2 | 0.3 | -8 | 0.2 | -4 | 3 | -2 | 0.4 | -0.7
CCN(CC)CCNC(C(=O)Nc1ccc([N+](=O)[O-])cc1Br)c1ccccc1 (stereo unspecified) | 1 | -1.8 | -9 | i | -3 | -29 | 2 | . | 0.4
CC(C1CC1)N(C(=O)NC1CCS(=O)(=O)C1)c1ccccc1 (stereo unspecified) | 0 | 0.3 | 7 | i | 0 | -4 | -8 | . | -1.5
CCN(c1ccc(OC)cc1)S(=O)(=O)c1nnc(NC(=O)c2ccco2)s1 | 2 | -1.0 | -1 | -0.4 | 0 | -3 | -10 | -2.3 | -0.8
CCOc1ccc(NC(=O)CCS(=O)(=O)c2ccc(C)cc2)cc1 | -4 | -1.4 | -13 | i | -7 | 4 | 1 | 0.2 | 1.9
COc1cccc(NC(=O)Cc2ccc(C)cc2)c1 | 2 | 0.9 | -3 | . | 2 | 3 | -8 | . | 1.1
COc1ccc(CCNC(=O)CSc2nc3ccsc3c(=O)n2CC2CCC(C(=O)O)CC2)cc1OC (stereo unspecified) | -1 | -4.1 | 0 | -0.3 | -3 | 8 | -16 | -0.7 | 0.6
COc1ccc(-c2nc(NC(=O)CSCCO)sc2C)cc1 | 0 | -2.1 | -2 | i | -3 | 7 | -1 | 1.6 | -2.2
NC(=O)c1ccc(OCC(F)(F)F)nc1 | -3 | ? | 0 | 0.8 | -12 | 0 | -11 | 0.7 | -0.5
O=C(Nc1ccccc1)Nc1snnc1C(=O)Nc1cccc(O)c1 | 3 | -0.3 | 12 | i | -4 | 0 | -13 | 1.0 | -0.7
Cc1ccc(C(O)c2ncc(-c3ccc(Cl)cc3)[nH]2)cc1 (stereo unspecified) | . | -0.5 | -8 | 0.6 | -1 | 6 | . | 1.3 | .
O=C1NC[C@H](CCCCN2C[C@H](Cc3ccc(O)cc3)N(Cc3ccccc3)C(=O)C2=O)N(CCc2ccccc2)C1=O | . | 0.4 | . | . | 1 | 11 | . | -0.3 | .
Cc1ccc(NC(=O)NCC(c2cccnc2)N2CCOCC2)cc1 (stereo unspecified) | 2 | -2.1 | 5 | 7.1 | 3 | 1 | -9 | . | -0.3
Cc1nn(-c2ccc3ccccc3c2)c(=O)c2ccccc12 | 2 | 1.3 | -7 | i | 0 | -12 | -3 | 1.3 | -1.2
CC12CCC3c4ccc(O)cc4CCC3C1CC(O)C2O (stereo unspecified) | . | 0.6 | -9 | -0.7 | -5 | 5 | 7 | 1.2 | -1.3
Cc1ccc(COC(=O)c2cc([N+](=O)[O-])ccc2N2CCOCC2)cc1 | -3 | -1.1 | 22 | -0.3 | -3 | -5 | . | 1.2 | -1.2
Clc1cccc(Cl)c1CSc1cc2c(nn1)-c1ccccc1CC2 | -1 | 2.1 | -7 | i | 1 | -6 | -11 | . | -1.5
CC(C)CNC(=O)NC(=O)COc1ccc(C=O)cc1 | -1 | -2.8 | 7 | 0.8 | -6 | 5 | -26 | . | 0.4
CCOC(=O)N1CCC(NC(=O)Cn2ncc3c2-c2cc(C)ccc2OC3)CC1 | 2 | -0.6 | 0 | i | -6 | -3 | -11 | 0.8 | -1.1
CN(C)CCNC(=O)C(=O)NCC1OCCN1S(=O)(=O)c1cc(F)ccc1F (stereo unspecified) | -1 | -0.4 | -6 | i | 0 | 6 | -1 | 0.3 | 1.3
Cc1ccnc(NC(=O)COc2ccc(Cl)cc2)n1 | 7 | 0.4 | -7 | i | -4 | 1 | -7 | 1.0 | 4.1
Nc1nc2c(Cl)ccc(Cl)c2s1 | 5 | -0.4 | 1 | -0.7 | -2 | 4 | -15 | 0.3 | 1.7
CCOC(=O)c1ccc(S(=O)(=O)NC2CCC(C)CC2)cc1 (stereo unspecified) | . | -0.4 | 8 | -0.2 | -1 | 9 | -14 | 1.0 | 0.8
CC(C)OC(=O)CCC(=O)Nc1nc2ccccc2s1 | 4 | 0.3 | 6 | -0.5 | -1 | 2 | 4 | 0.9 | -0.2
Cc1ccc(C(=O)CCC(=O)Nc2ccc(C)cn2)cc1 | . | 0.0 | 11 | i | 2 | 5 | 12 | 1.8 | -0.6
COc1ccc(Cc2nnc(NC(=O)c3cccs3)s2)cc1OC | 2 | -0.3 | 2 | 4.3 | -4 | -2 | -1 | 0.1 | 0.2
N#Cc1cc(-c2ccccc2)nnc1Sc1ccc(F)cc1 | -3 | 0.1 | -1 | 0.2 | 0 | 1 | -3 | . | -0.4
CSc1cccc(CN2CCCC(CO)(Cc3cccc(Cl)c3)C2)c1 (stereo unspecified) | 2 | -1.5 | 4 | -2.3 | -1 | -8 | 6 | 0.6 | -1.4

Retrieved one by one from the entries so far:
SMILES | SARS 3CLpro inh | BoNT-A LC inh2 | Yp Topo-I inh | BH1578 lux ind | Anthrax LF inh2 | PrPC TRFRET | SSB-PriA inh | TcdB GH inh | PfHsp40 yeast
CC(C)OC(=O)CCC(=O)Nc1nc2ccccc2s1 | 4 | 0.3 | 6 | -0.5 | -1 | 2 | 4 | 0.9 | -0.2
N#Cc1cc(-c2ccccc2)nnc1Sc1ccc(F)cc1 | -3 | 0.1 | -1 | 0.2 | 0 | 1 | -3 | . | -0.4
CSc1cccc(CN2CCCC(CO)(Cc3cccc(Cl)c3)C2)c1 (stereo unspecified) | 2 | -1.5 | 4 | -2.3 | -1 | -8 | 6 | 0.6 | -1.4
CN(C)CCNC(=O)C(=O)NCC1OCCN1S(=O)(=O)c1cc(F)ccc1F (stereo unspecified) | -1 | -0.4 | -6 | i | 0 | 6 | -1 | 0.3 | 1.3

(continued)
SMILES | SARS 3CLpro inh | BoNT-A LC inh2 | Yp Topo-I inh | BH1578 lux ind | Anthrax LF inh2 | PrPC TRFRET | SSB-PriA inh | TcdB GH inh | PfHsp40 yeast
O=C(c1cc2cc3ccc(Cl)cc3nc2o1)N1CCCCCC1 | 1 | 1.0 | -5 | -0.4 | 0 | . | -2 | . | 1.2
CN(c1ccccc1)C1CCCCC1NS(=O)(=O)c1ccc(Cl)cc1 (stereo unspecified) | 4 | 1.1 | 24 | 0.6 | 0 | 8 | 4 | 0.9 | 0.5
Cc1nn(-c2ccccc2)nc1C(=O)NN | -2 | -0.7 | -2 | 0.5 | 0 | -7 | 0 | -2.4 | -0.8
COCCNC(=O)C(c1ccco1)N(Cc1ccc(OC)cc1)C(=O)Cn1nnc2ccccc21 (stereo unspecified) | -2 | 1.3 | -2 | -0.6 | 3 | -2 | -13 | . | -0.9
CCNc1nc(=S)nc(NC(C)C)[nH]1 | 5 | -0.1 | -9 | -0.3 | -2 | -6 | 5 | 1.2 | -0.1
CC(C)CC#Cc1ccc2c(c1)O[C@H](CN(C)C(=O)Cc1ccncc1)[C@H](C)CN([C@H](C)CO)S2(=O)=O | . | 0.9 | 26 | -2.4 | 0 | -2 | . | 0.5&-0.1&-0.2 | .
COc1cc2c(C(=O)N3CCN(C)CC3)c(C)n(-c3ccccc3)c2cc1Br | -4 | -2.2 | 2 | -5.9 | 1 | 2 | 20 | . | -1.7
CCCOC(=O)CSc1nc(N2CCOCC2)c2c(c1C#N)CC(C)(C)OC2 | 2 | 1.0 | 2 | -18 | 12 | 3 | -3 | 1.2 | -0.5
COc1cc(C(O)c2nc(-c3ccncc3)cs2)ccc1F (stereo unspecified) | . | -0.9 | -8 | i | -9 | -1 | . | 0.3 | .
CC(CC(=O)NCc1cccnc1)c1ccccc1 (stereo unspecified) | 2 | 0.3 | -3 | . | -4 | 3 | 2 | . | 0.3
CCC(C)NC(=O)Cn1nc(Cc2ccncc2)c2ccccc2c1=O (stereo unspecified) | 3 | -2.9 | 2 | 0.5 | -7 | -1 | -8 | 1.8 | -0.9
COc1cccc(CC(NC(C)=O)C(=O)NC2CCN(c3c4c(nc5ncnn35)CCC4)CC2)c1 (stereo unspecified) | 3 | -0.7 | 0 | 0.5 | 0 | 8 | -3 | . | 2.7
CCC(C(=O)Nc1ccc(OC)c(Cl)c1)c1ccccc1 (stereo unspecified) | 4 | -0.9 | -6 | -0.1 | -3 | 8 | -33 | -2.8 | ?
COc1ccc(CNC(=O)CN(C(=O)CCC(=O)Nc2ccccn2)c2ccc3c(c2)OCO3)cc1 | -3 | -1.1 | 24 | -0.1 | -1 | 0 | -1 | -0.4 | -0.4
O=C(c1ccco1)N1CCN(C(=O)C2CCN(S(=O)(=O)c3cnc[nH]3)CC2)CC1 | 4 | 0.0 | 3 | -0.2 | 1 | 4 | -10 | . | -1.2
Cc1ccc(C(=O)Nc2sc(C)c(-c3ccccc3)c2C(N)=O)cc1[N+](=O)[O-] | 5 | -0.2 | -5 | i | 0 | 5 | -12 | . | -1.1
CCOc1ccc(CC2CC(=O)NC2=O)cc1 (stereo unspecified) | -2 | ? | 0 | i | ? | 0 | 2 | . | 0.4
O=C(C1CCN(S(=O)(=O)c2cccc3cccnc23)CC1)N1CCCCC1 | 3 | 0.4 | 3 | -0.4 | 2 | 6 | -16 | -1.6 | -0.1
